APEX1 inh – blocks human APE1 abasic DNA cleavage. recombinant APE1, TAMRA/BHQ-2 abasic DNA cleavage fluorescence. 350,000 tested, 0.35% active. Potency, µM (top dose mostly 65.8 µM), for inactives: top-dose activity change, negative = inhibition, hits mostly inhibitors. P27695;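 also: potency is read from the fitted curve at half-maximal effect; plate controls were vehicle for no effect and reference inhibitor for full effect; nearly all actives have a fitted effect of over 55% in size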
Target sequence (P27695 whole entry, looked up): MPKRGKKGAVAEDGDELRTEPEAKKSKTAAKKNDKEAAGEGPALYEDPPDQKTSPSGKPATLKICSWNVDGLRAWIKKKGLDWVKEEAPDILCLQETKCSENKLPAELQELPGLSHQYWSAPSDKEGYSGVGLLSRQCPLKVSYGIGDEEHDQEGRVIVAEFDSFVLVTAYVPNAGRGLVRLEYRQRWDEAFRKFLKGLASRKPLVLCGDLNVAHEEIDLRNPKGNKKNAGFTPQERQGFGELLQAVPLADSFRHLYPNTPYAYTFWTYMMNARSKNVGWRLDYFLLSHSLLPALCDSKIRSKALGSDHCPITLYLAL
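Endonuclease cleavage of a quenched abasic-site DNA duplex (50 nM) by APE1 (0.75 nM) was tracked by TAMRA dequenching. Compounds were preincubated with enzyme 15 min at room temperature; data normalized to buffer-only and DMSO wells plus NSC13755 control.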
LDHA inh – inhibitors of human lactate dehydrogenase A. activity change, % (values are at about 110 or 230 µM). P00338. purified LDHA, NADH/diaphorase-resazurin fluorescence; hits give low values. AID 1347041. 480,000 tested, 0.15% active; in the data active = activity change below about -30%; inconclusive = mostly about -25% to -30%;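 also: plate controls were DMSO wells for no effect and wells without enzyme for full effect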
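Human LDH5 at 2 nM final in Tris HCl pH 7.4 with 0.06 mM NADH and 0.2 mM pyruvate, reacted 5 minutes at room temperature. Remaining NADH coupled via diaphorase/resazurin; resorufin fluorescence read at 0 and 20 minutes, normalized to enzyme-free and DMSO wells.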
POLK inh – blocks human DNA polymerase kappa activity; Q9UBT6; purified Pol kappa, fluorescent DNA synthesis assay, 10 min; Potency, µM (series often up to 107 µM), for inactives: top-dose activity, negative = inhibition, usual class: inhibitors; 400,000 tested, 0.53% active; AID 588579; also: potency is read from the fitted curve at half-maximal effect; % is scaled to controls: 0 for no effect and ±100 for the full control effect
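10 nM Pol kappa was preincubated with compounds for 15 min at room temperature. Reaction started with 50 nM (final) substrate. Fluorescence read kinetically at 0 and 10 min.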
POLH inh – DNA polymerase eta (human) inhibition. Q9Y253. Potency, µM (doses to about 114 µM), without a hit: at the highest dose activity change, negative = inhibition, most hits filed as inhibitors. recombinant Pol eta, fluorescent DNA replication assay. 390,000 tested, 1.2% active; also: potency is read from the fitted curve at half-maximal effect; % is scaled to controls: 0 for no effect and ±100 for the full control effect
Target sequence (Q9Y253 whole entry, looked up): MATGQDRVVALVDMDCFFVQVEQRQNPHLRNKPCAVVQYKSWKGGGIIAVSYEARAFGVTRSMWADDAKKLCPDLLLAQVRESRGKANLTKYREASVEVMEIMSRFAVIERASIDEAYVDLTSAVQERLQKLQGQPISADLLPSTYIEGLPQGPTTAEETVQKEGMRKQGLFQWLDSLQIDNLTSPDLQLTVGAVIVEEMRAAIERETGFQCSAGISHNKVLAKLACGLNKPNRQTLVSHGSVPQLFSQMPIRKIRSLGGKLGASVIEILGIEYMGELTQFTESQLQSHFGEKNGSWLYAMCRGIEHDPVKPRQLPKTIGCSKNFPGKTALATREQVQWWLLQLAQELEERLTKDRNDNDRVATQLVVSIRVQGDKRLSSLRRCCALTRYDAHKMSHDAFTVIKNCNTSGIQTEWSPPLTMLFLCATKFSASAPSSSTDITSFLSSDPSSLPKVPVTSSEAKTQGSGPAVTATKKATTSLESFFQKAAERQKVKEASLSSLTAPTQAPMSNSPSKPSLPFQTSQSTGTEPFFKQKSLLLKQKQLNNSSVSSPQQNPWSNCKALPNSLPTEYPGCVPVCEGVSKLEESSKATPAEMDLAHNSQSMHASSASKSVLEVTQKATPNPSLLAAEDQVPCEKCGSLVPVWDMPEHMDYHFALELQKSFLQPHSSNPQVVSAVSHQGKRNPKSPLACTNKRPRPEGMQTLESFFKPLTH
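Fluorescent replication assay: 50 nM final substrate added after a 15 min room-temperature compound preincubation with 10 nM enzyme. Signal taken at 0 min and again at 10 min.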
GRP78 ERSR act – inducers of ER stress response in human glioma cells. AID 602332. U87-MG GRP78 promoter luciferase reporter, 16 h. 420,000 tested, 0.02% active. Potency, µM, inactives show top-dose activation, actives largely listed as activators; also: potency is read from the fitted curve at half-maximal effect; series mostly up to about 76 µM; % of control where 0% means no effect; nearly all actives have a fitted effect of over 35% in size
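Stably transfected U87-MG human glioma cells carrying a GRP78-based luminescent sensor were seeded at 1000 cells/well, pin-dosed with compounds and incubated 16 h. Luciferase reagent was then added, and end-point luminescence was read after 10 min at room temperature.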
POLB inh – inhibitors of human DNA polymerase beta; Potency, µM (top dose mostly 114 µM), for inactives: at the top dose activity change, negative = inhibition, actives largely listed as inhibitors; 340,000 tested, 1.3% active; P06746; Pol beta primer extension/strand displacement, fluorescence kinetic; AID 485314; also: potency is read from the fitted curve at half-maximal effect; % is scaled to controls: 0 for no effect and ±100 for the full control effect
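10 nM enzyme + cpd, 15 min RT; start with substrate 50 nM final; read 0 min and after 10 min RT. Corrected, normalized data; 4-parameter Hill curve fit.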
Apoferritin bind – candidate novel general anesthetic via apoferritin binding | Potency, µM (highest dose often 77.5 µM), without a hit: at the highest dose activity change, negative = displacement, hits mostly inhibitors | P02791 | apoferritin/1-aminoanthracene competitive binding, fluorescence | 350,000 tested, 0.074% active | AID 485281; also: potency is read from the fitted curve at half-maximal effect; % is scaled to controls: 0 for no effect and ±100 for the full control effect; nearly all actives have a fitted effect of over 20% in size
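Read-out: endpoint 1-AMA fluorescence, excitation 380 nm and emission 535 nm, after compounds sit 10 min at room temperature with 10 uM horse-spleen apoferritin in 50% saturated 1-AMA/PBS. Values come from four-parameter Hill fits.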
BLM inh – blocks DNA unwinding by human BLM helicase | Potency, µM (titrated, usually from 56.1 µM), for the others: at the highest dose activity change, negative = inhibition, most hits filed as inhibitors | 350,000 tested, 0.2% active | recombinant BLM DNA unwinding, fluorescence dequenching | P54132 | AID 2528;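 also: potency is read from the fitted curve at half-maximal effect; plate controls were vehicle for no effect and no enzyme for full effect; nearly all actives have a fitted effect of over 35% in size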
POLI inh – DNA polymerase iota (human) inhibition; Q9UNA4; Pol iota fluorescent replication assay, 10 min; Potency, µM (series often up to 115 µM), for inactives: at the top dose activity, negative = inhibition, hits mostly inhibitors; 390,000 tested, 1% active; AID 588590; also: potency is read from the fitted curve at half-maximal effect
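Pol iota at 10 nM preincubated 15 min with compounds at room temperature; reaction started with fluorescent substrate, 50 nM final. Fluorescence read kinetically at 0 and 10 min; buffer-only wells as negative control.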
Numbers without * were called inactive; ? = inconclusive; · = not tested or not shown; & = joins results of further samples; [ ] = dose if it differs, or a comment. Unless noted, calls follow the shape of the dose curve; as a rule, active = well fitted curve in the direction sought with a large enough effect; inconclusive = small, poorly fitted or top-dose-only effect, or another doubt; inactive = no such curve, though single readings can be large; an effect the other way counts as inactive or inconclusive.

SMILES	APEX1 inh	LDHA inh	POLK inh	POLH inh	GRP78 ERSR act	POLB inh	Apoferritin bind	BLM inh	POLI inh
CCCOC(=O)c1c(NC(=O)CSc2nc(-c3ccco3)cc(C(F)(F)F)n2)sc(C(=O)OC)c1C	21%	0	-4%	-21%	-7%	7%	-8%	-25%	16%
COc1ccc(-c2cc(=O)c3ccccc3[nH]2)cc1	?	-1	-4%&11%	-3%	1%&-1%	-5%	3%[163 µM]	-11%[120 µM]	?
O=C(Cc1ccc(F)cc1)Nc1ccc(F)c([N+](=O)[O-])c1	-1%	-8	-13%	-6%	-3%	2%	?	-5%	7%
O=C(CSc1nc2ccccc2n1Cc1cccc(F)c1)NCc1ccccc1	·	-12	-4%[60.1 µM]	-20%	-2%	-9%	56%[activator]	-5%	-9%
CC1CCc2nc(-c3cc4ccc(O)cc4oc3=O)sc2C1 (stereo not given)	·	-1	-24%	·	0%	·	·	·	?
O=C(c1ccc2ccccc2n1)N1CCN(Cc2c(F)cccc2Cl)CC1	28%	-5	-2%	-1%	-5%	3%	-8%	-2%	45%[activator]
CC(C)(C)NC(=O)Cc1ccc(Cl)c(Cl)c1	-2%	-1	-8%	2%	1%	2%	-20%	-2%	13%
O=C(N/N=C\c1ccc2c(c1)OCO2)c1ccc(Cn2cc(Br)c([N+](=O)[O-])n2)o1	?	12	-5%	-13%	-1%	?	-9%	-23%	45%[activator]
Cc1cccc(CN2CCC(C(N)=O)CC2)c1	1%	-3	6%	2%	-1%	-7%	3%	1%	11%
COc1ccc(S(=O)(=O)Nc2cccc3c2O[C@H](CN(C)Cc2ccccc2)[C@@H](C)CN([C@H](C)CO)C3=O)cc1	4%	-4	0%	-13%	-4%	·	·	·	-4%
CCN(CC)S(=O)(=O)c1ccc(C(=O)NCc2ccc3c(c2)OCO3)cc1	1%	-7	-6%	3%	-1%	-7%	?	-2%	21%
CC1CCCCN1CCNC(=O)C1CC(=O)N(c2ccc(F)c(Cl)c2)C1 (stereo not given)	0%	-4	5%	-15%	-6%	-29%	-2%	1%	15%
CN(C(=O)c1ccc(N2CCCCC2)c([N+](=O)[O-])c1)C1CCS(=O)(=O)C1 (stereo not given)	-2%	-5	-6%	-19%	-3%	·	·	·	76%[activator]
Cc1ccc(-c2csc(=S)[nH]2)cc1	15%	-7&-7	-17%	-9%	-2%	-11%	-4%	2%	19%
COc1cc2c(cc1NC(=O)CSCC(=O)O)oc1ccccc12	1%	-8	4%	-8%	-9%	2%	-7%	1%	2%
CCn1c(=O)c([N+](=O)[O-])c(NCCN(C)C)c2ccccc21	5%	-2	-2%	-13%	-5%	-29%	-15%	12%	21%
N#Cc1ncc(C(F)(F)F)cc1Sc1ccc(N)cc1	-8%	2	-5%	-21%	-2%	-14%	?	-9%	19%
COc1ccc2c(c1)c1c(c(=O)n(-c3ccccc3)c(=O)n1CC(=O)Nc1ccc(C)c(C)c1)n2C	·	-6	-16%	-4%	-2%	52%	-5%	-1%	-10%
CC1CCCN(CCCNC(=O)C2CC(=O)N(CCc3ccccc3)C2)C1 (stereo not given)	65%[activator]	-3	9%	5%	1%	-1%	-5%	0%	39%[activator]
C=CCNC(=O)C(C)Sc1ccc(Cl)cc1 (stereo not given)	-3%	1	-17%	6%	-3%	2%	-10%	-1%	5%
CCn1ccnc1CNC(=O)CC1C(=O)NCCN1CCCc1ccccc1 (stereo not given)	12%	-5	-2%	-22%	-4%	-2%	-3%	-3%	19%
CC(=O)Cc1nsc(NC(=O)c2ccc(COc3ccc(C)cc3)o2)n1	1%	-5	-23%	8%	-3%	1%	?	-2%	6%
Cc1ccc(CNS(=O)(=O)c2cc(F)ccc2CN2C(=O)c3cccnc3C2=O)o1	79%	0	5%	-13%	0%	15%	-15%	0%	8%
COc1ccccc1C(C)NCC(=O)Nc1ccccc1C(F)(F)F (stereo not given)	2%	-4	-8%	-22%	-2%	-8%	-15%	0%	-5%
O=S(=O)(c1cccc2cccc(Cl)c12)N1CCCC1	-2%	-2	0%	-9%	1%	1%	-14%	0%	-18%

Ordered by value in POLI inh (largest number first): 3 of the compounds above
| structure | POLI inh |
| --- | --- |
| COc1cc2c(cc1NC(=O)CSCC(=O)O)oc1ccccc12 | 2% |
| O=C(CSc1nc2ccccc2n1Cc1cccc(F)c1)NCc1ccccc1 | -9% |
| O=S(=O)(c1cccc2cccc(Cl)c12)N1CCCC1 | -18% |

Taken from above:
LDHA inh, CC1CCc2nc(-c3cc4ccc(O)cc4oc3=O)sc2C1 (stereo not given) = -1
POLH inh, CC(=O)Cc1nsc(NC(=O)c2ccc(COc3ccc(C)cc3)o2)n1 = 8%
APEX1 inh, Cc1cccc(CN2CCC(C(N)=O)CC2)c1 = 1%

Remaining list, next part.
SMILES	APEX1 inh	LDHA inh	POLK inh	POLH inh	GRP78 ERSR act	POLB inh	Apoferritin bind	BLM inh	POLI inh
CCCC1=[N+](CC(=O)c2ccc(Br)cc2)CCn2cccc21	5%	-2	4%	-23%	-2%	-3%	2%	-7%	71%[activator]
CCOc1ccc(OCC)c(NC(=O)CSc2nc3ccccc3c(=O)n2C)c1	-2%	2	0%	?	-6%	0%	-6%	-4%	-4%
COc1ccccc1CN1Cc2cccc3c2[C@@H](CC1=O)[C@H](O)[C@H](O)C3	20%	1	3%&2%	-18%	0%&2%	·	·	·	2%&16%
O=C(CSc1nnc(-c2ccco2)n1CC1CCCO1)c1ccccc1 (stereo not given)	-3%	0	-2%	-4%	-1%	4%	-18%	-2%	22%
Cc1cc(C(=O)NC2CCCc3c2cnn3-c2cccc(C)c2C)n(C)n1 (stereo not given)	58%[activator]	1	16%	-4%	-2%	5%	-11%	-4%	-13%
O=S(=O)(N/N=C1/CC(c2ccccc2)Oc2ccccc21)c1ccccc1 (stereo not given)	·	-4	-11%	-26%	1%	·	·	·	-15%
C[C@]12C(=O)N(c3ccc(Br)cc3)C(=O)N1[C@@H]1c3ccccc3OC[C@@H]1[C@H]2c1ccccc1	-3%	-3	-8%	-2%	-4%	-18%	3%	-24%	8%
O=C1c2ccccc2C(=O)N1c1ccccc1S(=O)C(F)(F)F (stereo not given)	1%	0	-16%	0%	-2%	6%	3%	-5%	4%
Cc1ccccc1CN1CCN(C(=O)c2cccc(F)c2)CC1	0%	-11	1%	-6%	-4%	-21%	2%	-3%	?
O=C(Nc1cccnc1)C1(F)C(F)(F)C(F)(F)C(F)(F)C(F)(F)C1(F)F	-7%	12	-17%	-21%	2%	1%	13µM*	-9%	?
CN(C)C(=O)CSc1nc2ccccc2c(=O)[nH]1	14%	-7	-10%	5%	-2%	-4%	10%	2%	0%
CCn1c(C)nc2cc(C(=O)N/N=C/c3cccc(OC)c3O)ccc21	0%	15	?	-26%	4%	?	-23%	-20%	6%
O=C(COC(=O)c1cc(=O)[nH]c2ccccc12)NCc1cccs1	1%	-1	-2%	-16%	4%	5%	-6%	0%	-14%
CSc1ccc(CNC(=O)C2CCN(c3nc4ccccc4nc3C(F)(F)F)CC2)cc1	·	-1	-13%	-10%	-3%	-11%	2%	-2%	28%
N#Cc1cn(-c2ccccc2)nc1-c1ccccc1	9%	-1	-2%[60.1 µM]	-1%	5%	17%	6%	-3%	-20%
Clc1ccc(-c2cc(CN3CCOCC3)no2)cc1	49%[activator]	-8	5%	-18%	-6%	0%	1%	-2%	17%
CCC(C)C(NC(=O)c1ccc(Cl)cc1)C(=O)Nc1cccnc1 (stereo not given)	14%	-1	-9%	-11%	-4%	36%	-9%	0%	-1%
C=CCNC(=O)CN(c1ccccc1OCC)S(=O)(=O)c1ccc(C)cc1	-1%	-9	-6%	2%	-4%	-12%	-11%	-2%	15%
O=C(Nc1nnc(CCN2CCCCC2)s1)c1ccc(Cl)cc1Cl	3%	-5	-28%	-17%	1%	0%	-2%	2%	13%
C=CC[C@H](CC(=O)N(CCO)Cc1ccccc1)C(=O)N[C@H](C)COC(=O)[C@@H](CC=C)Cc1ccc(F)cc1	-1%	0	-22%	-29%	-2%	·	·	·	26%
Cc1ccc(C(=O)C(C)OC(=O)C2CCN(c3ccc(C(F)(F)F)cn3)CC2)cc1C (stereo not given)	-22%	0	-1%	-26%	-2%	·	·	·	27%
O=C(NC1CCCc2ccccc21)c1n[nH]c(=O)c2ccccc12 (stereo not given)	0%	0	-14%	-9%	-5%	15%	?	-5%	96%[activator]
CC(C)(C)c1ccc(NC(=O)COC(=O)C2=COCCO2)cc1	-6%	2	-4%	-13%	-3%	29%	?	-1%	7%
Cc1ccc(C2C=NN(c3ccccc3)C2=O)cc1 (stereo not given)	-1%	-4	-11%	-1%	1%	-3%	-5%	-2%	-21%
CC(/C=C/c1ccc(O)cc1)=N/O	5%	0	-6%	-10%	3%	8%	36%[activator]	1%	-6%
SMILES	APEX1 inh	LDHA inh	POLK inh	POLH inh	GRP78 ERSR act	POLB inh	Apoferritin bind	BLM inh	POLI inh
O=C(Nc1ccccc1)N1CCC(c2nc(-c3ccc(S(=O)(=O)N4CCOCC4)cc3)no2)CC1	-2%	-5	-6%	-10%	-2%	6%	?	-3%	4%
CCOC(=O)c1ccc2c(c1)nc(COc1ccc(OC)cc1)n2CC	16%	-15	-8%	-11%	2%	3%	-12%	-5%	14%
Cc1ccc(CNC2=NCCCCC2)n1C	0%	-4	-5%	3%	-5%	-13%	-4%	0%	11%
CC(=O)N(C)c1ccc(NC(=O)Nc2ccc(C)c(C)c2)cc1	-5%	-5	-1%	-16%	5%	0%	-6%	-10%	-16%
CCOc1ccc(-c2nc3c(c(SCC(=O)N4CCCCC4)n2)Cc2cccc(OC)c2O3)cc1	·	-7	-1%	-13%	-2%	30%	-7%	-8%	16%
COc1cccc(OC)c1C1=CC(=O)C[C@H](c2ccc3c(c2)OCO3)C1	-21%	-10	-18%	-29%	-6%	·	·	·	-12%
COc1cc(/C=N/NC(=O)c2ccc(Cl)cc2)ccc1OCC(=O)N1CC(C)OC(C)C1 (stereo not given)	-5%	-10	-8%	-1%	-1%	2%	-3%	-1%	85%[activator]

Some of the compounds tested; count on the stated rates, not on these rows.
